# Bioassay records as filed in PubChem.
# NCI-60 one-dose screen, 48 h, at 10 µM unless noted. Numbers give growth in % (100 = growth as untreated, 0 = no growth, -100 = all killed).
# ACHN: ACHN renal cancer. 4.9% of 81,000 active. AID 1794771
# RXF 393: RXF 393 renal cancer cells; 6.9% of 77,000 active; AID 1794773
# 786-0: 786-0 renal cancer cells. 5.1% of 81,000 active
# CAKI-1: CAKI-1 renal cancer. 4.7% of 75,000 active
# TK-10: TK-10 renal cancer cells. 3.9% of 81,000 active. AID 1794769
# A498: A498 renal cancer cells. 5.4% of 76,000 active. AID 1794774
# SN12C: SN12C renal cancer cells. 3.8% of 81,000 active
# UO-31: UO-31 renal cancer. 5.2% of 81,000 active
# PC-3: PC-3 prostate cancer cells. AID 1794754. 3.9% of 80,000 active
# Active calls of the source: *; . = no result given; & = joins results of further samples. How the source made its calls: active means growth percent below 10; inactive means the rest.
SMILES	ACHN	RXF 393	786-0	CAKI-1	TK-10	A498	SN12C	UO-31	PC-3
CC[C@H](C)[C@H](NC(=O)[C@H](CCCCN)NC(=O)[C@H](CCCCN)NC(=O)[C@@H](NC(=O)[C@@H](NC(=O)[C@@H](N)Cc1cnc[nH]1)[C@@H](C)CC)[C@@H](C)CC)C(=O)N[C@@H](CCCNC(=N)N)C(=O)N[C@H](C(=O)N[C@@H](Cc1c[nH]c2ccccc12)C(=O)N[C@@H](Cc1ccc(O)cc1)C(=O)N[C@@H](CCCNC(=N)N)C(=O)N[C@@H](CCCCN)C(=O)N[C@@H](C)C(=O)N[C@@H](Cc1c[nH]c2ccccc12)C(=O)N[C@@H](Cc1cnc[nH]1)C(=O)N[C@H](C(=O)N[C@@H](CC(C)C)C(=O)NCC(=O)N[C@@H](CCCCN)C(=O)N[C@H](C(N)=O)C(C)C)C(C)C)[C@@H](C)O	71	23	-28*	17	-17*	66	12	82	67
Cn1cccc([N+](=O)[O-])c1=O	109	103	101	124	100	103	100	90	94
CC(C)=C1N=C(c2ccccc2)OC1=O	100	111	107	95	102	86	91	85	105
CC(C)(C)N(Cc1ccccc1)Cc1ccccc1	113	115	104	98	108	67	99	78	95
O=C(Nc1ccc(F)cc1)NC1CCCCC1	103	109	99	100	113	104	89	78	85
COc1ccc(C(=O)C2CC2c2ccc(Cl)cc2)cc1 (configuration not stated)	79	96	89	88	103	114	85	64	73
CN[C@]1(c2ccccc2Cl)CCCC[C@H]1NCCCc1ccc(F)cc1	101	96	90	82	104	.	97	76	88
Cc1ccccc1NCc1ccccc1	103	102	100	101	105	101	102	96	90
CO[C@H]1O[C@@H]2COC(=O)CCc3ccccc3C(=O)[C@H]2CC1(OC)OC	100	112	104	96	93	105	106	82	93
CN(C)CCCn1c2c(c3cc(-c4ccco4)ccc3c1=O)C(=O)c1ccccc1-2	49	75	69	.	66	94	52	52	60
CCCCC(CC)OC(=O)C(Br)CC (configuration not stated)	109	114	98	99	103	97	115	94	102
COc1ccc(-c2cc(-c3cccnc3)nc(OC)c2C#N)cc1OC	92	101	87	78	88	82	98	73	81
COc1ccc(C2OC[C@@]3(C)C4CC[C@]5(C)C(CC=C6C7CC(C)(C)CC[C@]7(C(=O)O)CC[C@]65C)[C@@]4(C)C[C@@H](O)[C@@H]3O2)cc1 (some centres not stated)	57	89	95	73	76	102	82	58	49
COc1ccc(-c2nc(SCCC(C)C)nc(NN)c2C#N)cc1	56	72	78	73	79	98	92	56	58
OCCCN=Cc1ccccc1	110	.	90	103	101	104	106	93	74
CN(C)c1ccc(-c2nc3ccc(N)cc3[nH]2)cc1	80	88	99	87	101	64	90	73	33
CC1=NN(C(=O)Cn2c(C)nc3ccccc3c2=O)C(=O)C1	86	104	97	92	.	105	100	70	89
CC1=NN(c2ccccc2)C(=O)C1O (configuration not stated)	109	104	111	115	126	88	100	88	99
COc1cnc2c(c1)C(=O)c1c-2n(CCCNC(C)C)c(=O)c2cc(F)ccc12	-69*	-85*	-73*	.	.	-89*	-4.4*	-90*	-5.0*
CC(=O)c1cc2ccccc2o1	101	119	94	100	94	104	101	100	100
[C-]#[N+]c1c(-c2cc(OC)c(OC)c(OC)c2)cc(-c2ccc(N)cc2)nc1N	99	100	93	104	112	103	103	64	99
COc1ccc(CCN2C(=O)/C(=C/c3csc(C#N)n3)SC2=S)cc1	4.4*	-3.9*	-55*	-0.6*	13	61	-38*	-44*	33
CCN(CC)C(=O)CCCCCCCC(=O)N(CC)CC	110	96	99	102	105	99	100	77	93
NS(=O)(=O)c1ccccc1N/C=C/C(=O)c1cc2cc(Br)ccc2oc1=O	101	103	93	86	112	96	99	71	92
CC[C@H](c1ccc2cc(OC)ccc2c1)C(C)(C)C(=O)F	101	83	71	77	132	85	95	81	89
NS(=O)(=O)c1ccc(NCc2nc(NC(Cc3ccccc3)C(=O)O)c3ccccc3n2)cc1 (configuration not stated)	84	104	101	80	.	98	97	74	88
COc1ccc2c(c1)/C(=C/c1sc(=S)n(Cc3ccco3)c1O)C=N2	41	49	46	39	78	-9.2*	33	59	62
CN(Cc1ccccc1)C(=O)Nc1c(Cl)cccc1Cl	112&98	113&110	93&95	93&83	104&97	110&102	104&101	88&92	93&87
C#Cc1ccc(-n2c(/C=C/c3ccc(O)cc3)nc3ncccc3c2=O)cc1	50	-8.0*	63	56	94	-1.2*	76	34	65
CCN1CCN(CC(=O)NCCc2c[nH]c3ccccc23)C(=O)c2ccccc2C1=O	101	110	101	102	113	106	98	82	97

# Profiles, quoted from the list.
# Shown for CCN(CC)C(=O)CCCCCCCC(=O)N(CC)CC : ACHN = 110; RXF 393 = 96; 786-0 = 99; CAKI-1 = 102; TK-10 = 105; A498 = 99; SN12C = 100; UO-31 = 77; PC-3 = 93
# Shown for COc1ccc(CCN2C(=O)/C(=C/c3csc(C#N)n3)SC2=S)cc1 : ACHN = 4.4*; RXF 393 = -3.9*; 786-0 = -55*; CAKI-1 = -0.6*; TK-10 = 13; A498 = 61; SN12C = -38*; UO-31 = -44*; PC-3 = 33

# Additional compounds.
SMILES	ACHN	RXF 393	786-0	CAKI-1	TK-10	A498	SN12C	UO-31	PC-3
COC(=O)CC1=C(c2ccc([N+](=O)[O-])cc2)CCC1=O	102	110	104	100	107	70	103	81	92
CC(=O)OCCc1ccccc1	100	107	92	77	106	95	95	98	99
CNC(=O)c1cc(N2CCc3c2ccc(NC(=O)Nc2cc(C(F)(F)F)cc(C(F)(F)F)c2)c3F)ccn1	101	105	100	90	104	99	96	84	105
CC(=O)c1ccc(NC(=O)Cn2nc(-c3ccc(Cl)cc3)nc2N)cc1	.	108	106	.	123	106	100	80	80
C=CCn1c(C)nc2cc(Nc3nc(NCCO)nc4ccccc34)ccc21	90	97	89	93	118	55	85	72	69
CC(=O)N1N=C(c2ccccc2)CC1c1cn(Cc2ccc(Cl)cc2)c2ccccc12 (configuration not stated)	87	.	78	62	96	82	82	59	66
O=Cc1nccc2c1[nH]c1ccccc12	91	93	103	82	139	96	87	40	84
COC(=O)c1ccccc1C(=O)OC1CCCCC1	95	96	86	81	105	104	94	85	77
CC(C)N1C(=O)/C(=C2\SC(=S)N(C(C)C)C2=O)SC1=S	100	104	.	94	88	84	93	79	89
CC(=O)Nc1c(Cl)c(Cl)c2c(c1Cl)Cc1cc(Cl)ccc1-2	89	93	108	69	118	88	84	67	75
COc1ccc(C2=CCCC2)cc1	103	117	93	102	99	98	106	84	97
CN1CCc2nc3sc(C(=O)c4ccccc4)c(N)c3cc2C1	95	93	82	87	99	80	96	74	82
N#CSCc1c(Cl)c(Cl)c(CSC#N)c(Cl)c1Cl	98	95	106	94	111	85	104	90	95
Cc1cccc(NC(=O)COC(=O)c2ccc(S(=O)(=O)N3CCCC3)cc2)c1C	111	88	97	112	100	97	184	86	99
Cn1c(N)c(N=O)c(=O)n(C)c1=O	109	109&170	103&108	102	93&120	78&99	94&109	92&82	97&96
CC(C)N(Cc1ccc(CN(C(=O)CCl)C(C)C)cc1)C(=O)CCl	5.8*	46	-85*	34	70	88	15	-84*	30
CC(C)(C)NC(N)=O	110	116	105	102	100	103	110	90	103
O=C(O)CN1C(=O)/C(=C/c2cn(-c3ccccc3)nc2-c2ccccc2)SC1=S	103	102	93	95	104	97	94	90	103
CCOC(=O)C1=C(C)NC(=O)NC1c1ccc(OCc2cn(-c3ccc(C(=O)O)cc3)nn2)cc1 (configuration not stated)	102	104	106	95	107	108	91	93	93
CCOC(=O)C1=C(C)N=C2SC=C(c3ccccc3)N2[C@H]1c1cn[nH]c1-c1ccc(F)cc1	100	102	93	86	96	98	92	90	86
N#Cc1c(-c2ccc(F)cc2)cc(-c2cccc(OCC(=O)O)c2)[nH]c1=O	99	97	96	93	105	107	104	83	103
COc1ccc2c(c1)C(=O)/C(=C/c1cccc(OCC(=O)Nc3nc(C)c(C)s3)c1)O2	-57*	-57*	-17*	-81*	-14*	97	3.1*	-79*	-85*
Oc1ccc(/C=C\c2cnccn2)cc1	63	109	81	101	116	.	100	101	.
C=C1c2c(C)nn(-c3ccc(NC(C)=O)cc3)c2N(C)C23CC1C1(C)c4c(C)nn(-c5ccc(NC(C)=O)cc5)c4N(C)C(C)(CC12)C3 (configuration not stated)	19	30	44	33	37	60	46	24	23
CC(C)(C)C#C/C(=N\Nc1ccc([N+](=O)[O-])cc1[N+](=O)[O-])c1ccccc1	103	174	99	100	110	102	103	91	120
O=C(Cn1cc(CSc2nnc3oc4ccccc4n23)nn1)Nc1ccc(F)cc1	90	96	102	86	101	109	95	73	86
CSc1nc(-n2ncc(C#N)c2N)c2c3c(sc2n1)CCC3	89	112	100	91	117	93	98	64	91
CC(=O)Nc1ccc(OCc2cn(Cc3nc4ccccc4[nH]3)nn2)cc1	105	103	99	98	97	91	97	82	93
CCCn1c(O)c(N=NC(=O)c2oc3ccccc3c2C)c2ccccc21	88	106	101	89	163	.	99	66	89
Cc1cc(C)c2c(N)c(-c3nc4ccc(Cl)cc4o3)sc2n1	95	104	110	83	117	108	104	70	.

# Part of the list above, set out differently:
# Results follow in this order: ACHN	RXF 393	786-0	CAKI-1	TK-10	A498	SN12C	UO-31	PC-3
CC(C)(C)C#C/C(=N\Nc1ccc([N+](=O)[O-])cc1[N+](=O)[O-])c1ccccc1
→ 103	174	99	100	110	102	103	91	120
O=C(Cn1cc(CSc2nnc3oc4ccccc4n23)nn1)Nc1ccc(F)cc1
→ 90	96	102	86	101	109	95	73	86
CC(=O)Nc1ccc(OCc2cn(Cc3nc4ccccc4[nH]3)nn2)cc1
→ 105	103	99	98	97	91	97	82	93
CC(C)N(Cc1ccc(CN(C(=O)CCl)C(C)C)cc1)C(=O)CCl
→ 5.8*	46	-85*	34	70	88	15	-84*	30
CC(C)(C)NC(N)=O
→ 110	116	105	102	100	103	110	90	103
CCCn1c(O)c(N=NC(=O)c2oc3ccccc3c2C)c2ccccc21
→ 88	106	101	89	163	.	99	66	89
N#Cc1c(-c2ccc(F)cc2)cc(-c2cccc(OCC(=O)O)c2)[nH]c1=O
→ 99	97	96	93	105	107	104	83	103

# Later entries
SMILES	ACHN	RXF 393	786-0	CAKI-1	TK-10	A498	SN12C	UO-31	PC-3
O=C(O)c1ccc(-n2cc(CNc3ccc(Cl)cc3)c(-c3ccccc3)n2)cc1	80	99	95	89	92	91	95	82	97
Cc1ccc(-c2csc(Nc3ccc4nc5n(c(=O)c4c3)CCC5)n2)cc1	108	103	102	101	118	.	103	101	103
CNN(C)c1c(C)cccc1C	.	106	101	.	108	117	108	67	94
Nc1cc(-c2ccc(Cl)cc2)nn1-c1nc2ccccc2nc1Cc1ccccc1	103	79	89	81	99	.	94	87	.
CC(=O)N1CC(Nc2ccc(OC(F)(F)F)cc2)=CC1=O	53	40	54	30	52	.	57	66	31
O=c1cc(N/N=C/c2ccc(F)cc2)c2ccccc2[nH]1	98	91	93	95	102	98	99	96	77
CCOC(=O)c1c(NC(=O)c2cccc(C(F)(F)F)c2)sc2c1CCC(=O)/C2=C\N(C)C	73	107	76	73	92	82	76	44	76
CCOCCNC1=C(Cl)C(=O)c2ccccc2C1=O	110	123	105	115	125	94	100	105	93
O=C1c2ccccc2C(=O)c2c(N=Nc3sc(=O)[nH]c3O)cccc21	98	114	100	95	110	.	100	96	95
Cc1ccccc1[P+](Cc1ccccc1)(c1ccccc1)c1ccccc1	76	65	44	87	21	37	30	68	9.3*
